GLP-1R agonist: GLP-1 receptor (human) agonism; Potency, µM (titrated, usually from 45.6 µM), for inactives: top-dose activation, hits mostly activators; P43220; HEK293 GLP-1R CRE-luciferase, luminescence, 4-6 h; cells express a hypersensitive GLP-1R form; AID 624172; 380,000 tested, 0.007% active; further: % of control where 0% means no effect
Target sequence (P43220 whole entry, looked up): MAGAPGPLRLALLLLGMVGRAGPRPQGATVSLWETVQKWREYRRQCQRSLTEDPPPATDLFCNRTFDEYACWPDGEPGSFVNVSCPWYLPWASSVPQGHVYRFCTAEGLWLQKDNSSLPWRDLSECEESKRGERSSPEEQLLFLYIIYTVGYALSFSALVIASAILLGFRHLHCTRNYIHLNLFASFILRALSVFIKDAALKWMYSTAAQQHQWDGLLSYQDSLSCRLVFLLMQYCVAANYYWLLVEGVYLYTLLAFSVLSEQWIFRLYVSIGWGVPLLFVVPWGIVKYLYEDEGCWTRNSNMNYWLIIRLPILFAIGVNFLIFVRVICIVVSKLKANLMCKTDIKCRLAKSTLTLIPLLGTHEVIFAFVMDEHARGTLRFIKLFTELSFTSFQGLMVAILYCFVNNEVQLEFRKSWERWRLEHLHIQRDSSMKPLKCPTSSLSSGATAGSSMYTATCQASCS
HT1080 IDH1KD tx: kills HT-1080 cells with IDH1 knockdown; 360,000 tested, 2% active; HT-1080 IDH1 knockdown viability, ATP luminescence, 48 h; AID 686971; Potency, µM (highest dose often 46.1 µM), without a hit: top-dose activity, negative = toxicity, most hits filed as cytotoxic;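 further: 0% = DMSO wells and -100% = cell-free medium wells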
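Knockdown cells (IDH1KD HT-1080) received compounds 2 h after plating at 750 cells/well and were kept 48 h at 37 °C in 5% FBS RPMI. A CellTiter-Glo luminescence read gave % activity for curve fitting.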
KB-3-1 cytotox: kills parental KB-3-1 adenocarcinoma cells; Potency, µM (series often up to 46.1 µM), without a hit: top-dose activity change, negative = cytotoxic, usual class: cytotoxic; KB-3-1 viability, CellTiter-Glo ATP luminescence, 72 h; 400,000 tested, 1.4% active; further: on the % scale 0 is the no-effect control and ±100 the full control effect; nearly all actives have a fitted effect of over 60% in size
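Using CellTiter-Glo luminescence, growth of non-resistant KB-3-1 adenocarcinoma cells is assessed 72 h after pin-tool compound addition at 37 °C. Normalized responses across the concentration series yield fitted curves.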
GLP1R inv ag: acts as inverse agonist at human GLP-1 receptor; HEK293 GLP-1R CRE-luciferase, luminescence, 24 h; GLP-1R form is constitutively active; Potency, µM (top dose mostly 38.3 µM), without a hit: top-dose activity change, negative = inhibition, usual class: inhibitors; 410,000 tested, 1.6% active; P43220; further: on the % scale 0 is the no-effect control and ±100 the full control effect; nearly all actives have a fitted effect of over 55% in size
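Using stably transfected HEK293 (constitutively active GLP-1R, cAMP-luciferase reporter), compounds were incubated 24 hr and luciferase measured by luminescence.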
HEK293 tox: cytotoxicity in counter-screen for GLP-1R inverse agonists. HEK293 cAMP-luciferase reporter cells, luminescence, 24 h. Potency, µM (top dose mostly 38.3 µM), without a hit: at the top dose activity change, negative = inhibition, actives largely listed as inhibitors. 410,000 tested, 0.13% active;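 further: loss of luciferase light is scored as toxicity; on the % scale 0 is the no-effect control and ±100 the full control effect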
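MLSMR compounds, 24 hr on cells at 37 deg C/5% CO2; luminescence after luciferase reagent (12 min RT). Inhibition counted as the undesired cytotoxic outcome.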
HT1080NT lethal: kills 2HG-producing HT-1080-NT fibrosarcoma cells. HT-1080-NT fibrosarcoma viability, CellTiter-Glo ATP luminescence, 48 h. 360,000 tested, 1.6% active. AID 686970. Potency, µM (titrated, usually from 46.1 µM), for inactives: at the top dose activity, negative = less viability, hits mostly cytotoxic;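 further: NT is the 2HG producing partner of a matched IDH1 knockdown line; 0% = DMSO-treated cells and -100% = media-only wells without cells; nearly all actives have a fitted effect of over 55% in size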
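750 cells/well, RPMI + 5% FBS; 2 h settle, compound pin-transfer, 48 h at 37 degrees C. CellTiter-Glo 10 min RT, luminescence. Normalized to DMSO and media-only wells.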
KB-V1 MDR tox: kills drug-selected multidrug resistant KB-V1 cells; 400,000 tested, 3.4% active; Potency, µM (doses to about 46.1 µM), inactives show at the highest dose activity change, negative = cytotoxicity, hits mostly cytotoxic; KB-V1 MDR cells viability, CellTiter-Glo, 72 h; further: on the % scale 0 is the no-effect control and ±100 the full control effect; nearly all actives have a fitted effect of over 60% in size
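In this primary screen, KB-V1 cells overexpressing P-gp are incubated with library compounds (lowest to highest concentration) for 72 h at 37 degrees C before a luminescent ATP viability read.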
TDP-43 yeast inh: TDP-43 toxicity inhibition in yeast | AID 652104 | 410,000 tested, 1.8% active | Potency, µM (doses to about 46.1 µM), for inactives: at the top dose growth rescue (activation), usual class: activators | TDP-43 expressing yeast growth rescue, BacTiter-Glo, 24 h; further: % of control where 0% means no effect; nearly all actives have a fitted effect of over 50% in size
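Yeast cells expressing TDP-43 under galactose induction are exposed to compounds for 24 hr at 30 deg C. BacTiter-Glo luminescence measures growth, so protective compounds score as activators.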
SW480 rereplic: DNA re-replication induction in SW480 cells; 340,000 tested, 1.8% active; SW480 DNA re-replication, Hoechst DNA content imaging, 48 h; AID 624297; Potency, µM (titrated, usually from 46.1 µM), without a hit: top-dose re-replication activation, most hits filed as activators; further: % of control where 0% means no effect; nearly all actives have a fitted effect of over 55% in size
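Image-based read-out: total Hoechst fluorescence of nuclei (405 nm excitation, 500-530 nm emission), with hits raising the fraction of high-intensity nuclei. SW480 colon cells incubated 48 hr with compounds at 37 C.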
* = called active by the depositor; ? = inconclusive; · = not tested or not shown; & = joins results of further samples; [ ] = another dose, or the depositor's remark. The call rests on the fitted dose curve; in most records, active means well fitted curve in the direction sought with a large enough effect; inconclusive means small, poorly fitted or top-dose-only effect, or another doubt; inactive means no such curve, though single readings can be large; an effect the other way counts as inactive or inconclusive. Potency means the concentration at half of the fitted maximal effect.

The opening 4 records, to show the layout:
SMILES	GLP-1R agonist	HT1080 IDH1KD tx	KB-3-1 cytotox	GLP1R inv ag	HEK293 tox	HT1080NT lethal	KB-V1 MDR tox	TDP-43 yeast inh	SW480 rereplic
COc1ccc(OC)c(-n2cc3c(=O)n(C)c(=O)n(C)c3c2)c1	19.0%	?	-0.9%	35.8%[activator]	3.0%	-19.2%	-18.2%	-14.5%	?
COc1ccc(C(=O)N2CCN(S(=O)(=O)c3ccc(Cl)cc3)CC2)cc1OC	0.6%	0.7%	-4.9%	-2.3%	-1.5%	5.4%	14.6µM*	13.1%	0.5%
Cc1ccc(C(=O)NCC(=O)OCCCn2c(=O)[nH]c3ccccc32)cc1C	-0.8%	-1.6%	3.4%	9.9%	2.4%	-4.3%	15.1%	-6.4%	·
COCCn1cnnc1SCC(=O)Nc1cccc(S(=O)(=O)N2CCCCC2)c1	0.4%	8.8%	-3.0%	7.2%	-15.4%	-5.5%	-21.2%	-16.7%	1.9%

This part in full (from the top)
SMILES	GLP-1R agonist	HT1080 IDH1KD tx	KB-3-1 cytotox	GLP1R inv ag	HEK293 tox	HT1080NT lethal	KB-V1 MDR tox	TDP-43 yeast inh	SW480 rereplic
COc1ccc(OC)c(-n2cc3c(=O)n(C)c(=O)n(C)c3c2)c1	19.0%	?	-0.9%	35.8%[activator]	3.0%	-19.2%	-18.2%	-14.5%	?
COc1ccc(C(=O)N2CCN(S(=O)(=O)c3ccc(Cl)cc3)CC2)cc1OC	0.6%	0.7%	-4.9%	-2.3%	-1.5%	5.4%	14.6µM*	13.1%	0.5%
Cc1ccc(C(=O)NCC(=O)OCCCn2c(=O)[nH]c3ccccc32)cc1C	-0.8%	-1.6%	3.4%	9.9%	2.4%	-4.3%	15.1%	-6.4%	·
COCCn1cnnc1SCC(=O)Nc1cccc(S(=O)(=O)N2CCCCC2)c1	0.4%	8.8%	-3.0%	7.2%	-15.4%	-5.5%	-21.2%	-16.7%	1.9%
O=C(COc1ccc2ccccc2c1)N1CCN(C(=O)c2cccnc2)CC1	-7.2%	-2.1%	0.6%	4.0%	-5.1%	2.0%	2.3%	-1.5%	-6.2%
COc1cc(CN2CCN(c3ccccc3C)CC2)cc([N+](=O)[O-])c1O	-9.0%	-21.4%	-20.3%	-17.1%	-18.4%	0.1%	?	22.4%	-6.5%
COC(=O)c1c(-c2ccccc2)oc2c1C(OCCO)CCC2 (centres undefined)	-1.1%	11.4%	18.8%	14.0%	0.9%	16.6%	-7.6%	22.2%	·
O=C(COC(=O)c1ccc(Br)o1)Nc1cccc(S(=O)(=O)N2CCCCCC2)c1	-6.5%	-22.8%	-7.6%	?	-11.5%	-0.2%	9.7%	-10.7%	-0.2%
CC(=O)C1=C(O)C(=O)N(c2ccc(Br)cn2)C1c1ccc(Br)cc1 (centres undefined)	4.2%	?	3.66µM*	-32.5%	-20.8%	?	?	0.0%	?
CCN(CC)c1nc(NNC(=O)c2ccccc2)nc(N(CC)CC)n1	-0.7%	15.5%	-15.4%	?	-17.9%	13.3%	10.7%	7.8%	-4.6%
CC(C)Oc1ccccc1-c1cc(C(=O)N/N=C/c2cccnc2)c2ccccc2n1	21.9%	-28.4%	1.9%	1.2%	0.3%	-10.5%	-23.1%	-9.9%	1.0%
COc1ccc(NC(=O)C2CCCN2C(=O)NCc2ccccc2)cc1 (centres undefined)	-0.1%	-16.3%	7.8%	?	-0.8%	1.6%	-22.1%	0.0%	1.5%
Cc1ccc(SCC(=O)N2CCCC2)cc1	-8.7%	16.0%	20.6%	15.5%	1.1%	12.7%	9.9%	?	3.5%
CCCNC(=O)c1ccccc1NC(=O)c1nsc2ccccc12	·	·	-6.5%	11.3%	-9.9%	·	-26.3%	1.0%	·
COc1ccc(C(C(=O)NC2CCCCC2)N(C(=O)CCl)c2ccc(Cl)cc2)cc1 (centres undefined)	-1.3%	1.46µM*	5.8µM*	-71.7%	?	2.31µM*	?	5.3%	?
COC(=O)c1ccc(CSc2nc3c(cnn3-c3ccccc3)c(=O)[nH]2)o1	24.1%	25.9%	4.8%	109.8%[activator]	15.0%	-19.1%	13.1%	-3.4%	-4.4%
COc1ccc(NC(=O)c2ccc(C(=O)c3cc(OC)ccc3OC)cc2)cc1	3.4%	2.0%	0.6%	3.1%	-3.4%	-16.3%	-16.8%	-14.2%	-22.2%
OC(CN1CCCCC1)CN(c1ccccc1)c1ccccc1 (centres undefined)	-6.8%	-10.3%	-1.5%	?	-29.8%	-4.2%	-20.3%	3.8%	-3.1%
Cc1ccc(N(NC(=O)C(C)(C)O)C(=O)c2ccccc2)cc1C	-13.2%	9.0%	1.5%	2.6%	-4.3%	8.0%	0.0%	1.2%	1.2%
CCCCN1C(N)=NC[C@@H]1CC1CCCCC1	0.8%	-17.2%	?	5.7%	-5.3%	-2.5%	-0.5%	-7.2%	-9.2%
Cc1ccc(-c2ccc(CCC(=O)O)n2-c2cccc(O)c2)cc1	-2.9%	6.0%	9.8%&16.9%	-1.7%&0.0%	9.0%&2.2%	9.5%	-5.0%&4.8%	11.9%&-2.6%	-2.3%
Fc1ccccc1NC(=S)Nc1cccnc1	-1.8%	1.2%	0.0%	-6.7%	-15.8%	1.0%	8.9%	-0.2%	-4.8%
O=C(CN1CCN(Cc2ccccc2)CC1)N/N=C/c1cccnc1	-0.9%	0.8%	1.9%	7.0%	0.9%	0.8%	-0.5%	8.2%	0.3%
Cc1oc2ncn(C)c(=O)c2c1C(=O)NCc1ccc(Cl)cc1	·	·	6.3%	0.9%	3.3%	·	-3.7%	?	·
O=C(NCCN1C(=O)S/C(=C\c2ccc(OC(F)F)cc2)C1=O)[C@@H]1CCCN1C(=O)c1cccs1	-4.5%	5.1%	16.8%	?	-1.5%	13.1%	?	-0.1%	17.2%
COc1cccc(NC(=O)Cc2cn(C)c3ccccc23)c1	1.4%	-3.1%	-4.5%	-6.3%	41.1%[activator]	-0.7%	?	?	-4.6%
S=C1NC(C23CC4CC(CC(C4)C2)C3)=CC(c2ccc3c(c2)OCO3)N1 (centres undefined)	-0.4%	0.4%	-4.6%	62.1%[activator]	0.6%	5.4%	?	?	0.0%
O=C(O)C1Cc2ccccc2CN1C(=O)COc1ccc(Br)cc1 (centres undefined)	0.2%	-0.1%	-5.2%	9.5%	6.8%	-1.2%	4.2%	-17.0%	-6.3%
CCOC(=O)C1(CC2CC2)CCN(Cc2cc(Cl)c(O)c(OC)c2)CC1	5.2%	-0.3%	1.6%	8.4%	19.1%	-1.9%	?	15.9%	-3.5%
C=CCOc1cccc(C2c3c(oc4ccc(F)cc4c3=O)C(=O)N2CCCN2CCOCC2)c1 (centres undefined)	2.6%	4.9%	-3.0%	5.6%	-9.9%	-5.7%	-3.2%	1.4%	-2.1%
Cc1ccc(/C=C/C(=O)OCC(=O)N(C)c2c(N)n(Cc3ccccc3)c(=O)[nH]c2=O)o1	2.5%	-0.5%	5.1%	12.8%	3.5%	-1.2%	-6.4%	2.6%	·
COc1ccccc1CNC(=O)c1ccc(CSc2nc3ccncc3n2Cc2cccc(F)c2)cc1	·	·	-11.9%	?	5.3%	·	21.6%	11.2%	·
CC1CCN(CCCN2C(=O)C3C(C(=O)Nc4ccc(Cl)cc4)C4C=CC3(O4)C2C(=O)NC2CCCCC2)CC1 (centres undefined)	6.5%	0.1%	23.6%	-10.7%	5.7%	7.8%	0.0%	-16.2%	?
COc1cc(OC)cc(C(=O)OCC(=O)NCc2ccc3c(c2)OCO3)c1	11.4%	-1.1%	0.9%	-10.5%	-0.7%	2.1%	-17.8%	-14.2%	3.4%
O=C(CSc1nc(-c2ccccc2)cs1)N1CCN(C(=O)c2ccco2)CC1	18.3%	-4.0%	-1.4%	-3.4%	-13.6%	3.3%	18.4µM*	24.3%	7.1%
Cc1ccc(C(=O)Nc2ccc3nccnc3c2)cc1	-26.0%	1.1%	0.3%	?	-12.9%	-2.9%	?	-4.5%	0.2%
O=C(O)COc1ccccc1/C=N/NC(=O)CSc1nnc(-c2ccc(Cl)cc2)n1C1CCCCC1	-0.8%	-0.5%	1.1%	11.0%	-1.8%	-5.1%	1.6%	4.8%	-11.6%
COc1ccc(C(=O)/C=C/c2cn(CC(O)CN3CCN(C)CC3)c3ccccc23)cc1OC (centres undefined)	26.2%	14.6µM*	-14.2%	?	-21.6%	16.4µM*	-14.0%	-1.9%	23.1µM*
COc1ccccc1N1CCN(C2CCN(C(=O)c3cc(OC)c(OC)c(OC)c3)CC2)CC1	-1.1%	8.8%	-1.5%	5.4%	-15.2%	-1.6%	?	-6.1%	-1.7%
O=C(CSCc1cnn(-c2ccccc2)c1-n1cccc1)NCC1CCCO1 (centres undefined)	-10.6%	3.5%	-10.7%	?	-15.4%	6.0%	0.0%	2.0%	3.1%
C[C@H](CO)N1C[C@H](C)[C@@H](CN(C)S(=O)(=O)c2cccs2)Oc2ccc(NC(=O)NC3CCCCC3)cc2C1=O	6.9%	1.9%	3.3%	37.6%[activator]	-6.1%	-0.6%	2.2%	3.5%	0.9%
Cc1ccc(C(C)C)c(OCC(=O)NNC(=O)CC2OC(=O)c3ccccc32)c1 (centres undefined)	6.3%	6.1%	-2.8%	?	0.8%	6.6%	8.5%	-13.6%	-4.2%

Source: PubChem BioAssay

This is a random part of the collection; about 9.4% have a hit in one of these screens.
